SIAE primary: human SIAE inhibitors, primary screen, biochemical, fluorescence polarization, FP-Rh probe, 1536-well HTS | Sialate O-acetylesterase (Homo sapiens), Q9HAT2 | SIAE FP-Rh probe binding | inhibition, % at 9.66 µM | 370,000 tested, 0.69% active | AID 1053197, 2014;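 active = inhibition above a cutoff: mean of compounds within the control limits plus 3 SD of those, cut at about 17% in these data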;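 note: 0% = plate median of compound wells and 100% = probe without SIAE protein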
PG9 binder: binders of HIV-1 gp120 antibody PG9, primary screen, biochemical, TR-FRET. HIV-1 gp120 / PG9 antibody interaction. TR-FRET gp120-PG9 antibody binding. inhibition, % at 6.7 µM. 360,000 tested, 0.43% active; in the data active = inhibition above about 8.5%
HTRA1 inhibitor: HTRA1 serine protease inhibitors, primary screen, biochemical, fluorescence polarization, HTS. Q92743. recombinant HTRA1, FP-rhodamine activity-based probe. inhibition, % at 5.96 µM. 340,000 tested, 0.5% active. AID 504803, 2011; in the data active = inhibition above about 36%;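 note: 0% = enzyme with DMSO and 100% = wells lacking enzyme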
LEDGF integ inh: blockers of LEDGF/p75-dependent integrase strand transfer – biochemical, TR-FRET, high throughput, primary screen | HIV-1 integrase (with human LEDGF/p75) | TR-FRET IN-LEDGF/p75 DNA integration, Eu/Cy5 | inhibition, % at 3.7 µM | 370,000 tested, 0.64% active | AID 743269, 2014;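 active = inhibition above the screen-wide mean plus 3 SD, cut at about 13% in these data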;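 note: signal is the Cy5 over europium emission ratio at 671 and 618 nm; 0% = plate median of compound wells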
mABHD4 FP: ABHD4 inhibitors, primary screen, biochemical, fluorescence polarization, mouse. purified mABHD4, FP-Rh probe fluorescence polarization. inhibition, % at 8.92 µM. 370,000 tested, 0.54% active. (Lyso)-N-acylphosphatidylethanolamine lipase (Mus musculus), Q8VD66;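 active = inhibition exceeding the mean over every tested compound plus 3 SD, cut at about 30% in these data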;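 note: 0% = plate median of compound wells and 100% = S159A mutant with DMSO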
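system = mouse ABHD4 enzyme, wild type | medium = HEPES pH 7.0, NaCl, Pluronic buffer | also added = FP-Rh probe | incubation = Enzyme–compound pre-incubation 45 min, then probe 60 min, both 25 °C | technique = fluorescence polarization, excitation 525 nm, emission 598 nm, BODIPY TMR filters | controls = S159A mutant high control, sample median low control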
TDP2 inh: human TDP2 enzyme inhibitors, primary screen, biochemical, epi absorbance, recombinant enzyme; T5PNP hydrolysis, p-nitrophenol absorbance 415 nm; inhibition, % at 12.8 µM; 370,000 tested, 0.34% active; AID 720702, 2013;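 active = inhibition above the mean of all tested compounds plus 3 SD, set per campaign, cut at about 25% in these data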;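 note: 0% = DMSO with enzyme and 100% = buffer with substrate but no TDP2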
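Read-out basis: percent inhibition. System: recombinant human TDP2. Buffer or medium: Mg2+-containing Tris-HCl buffer, pH 7.5. Repeats: single replicate. Timing: reaction 2 h, 37 °C. Benchmarks: high control without enzyme, low control DMSO plus TDP2. Probe or stimulus: 5 mM T5PNP. Doses: 12.8 µM only. Measured by: epi absorbance of p-nitrophenol freed from T5PNP by hydrolysis.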
TCR CD3 inh: inhibitors of human TCR-CD3 interaction, primary screen, biochemical, fluorescence, TAMRA-labeled TCR probe. T-cell receptor (TCR). inhibition, % at 9.4 µM. 360,000 tested, 0.37% active; in the data active = inhibition above about 19%;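 note: recombinant mutant TCR 2C K166C tagged with TAMRA read by polarization; 0% = receptor in buffer alone and 100% = receptor with positive control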
Tn7 DDE FP: inhibitors of Tn7 peptide binding to fibrin DD(E), primary screen, biochemical, fluorescence polarization, human fibrin, Tn7 probe. FP displacement of FITC-Tn7 peptide from fibrin DD(E); 0% = median of compound wells per plate. inhibition, % at 8.3 µM. 370,000 tested, 0.13% active. AID 720508, 2013;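 active = inhibition above the mean of compounds falling within the control limits plus 3 SD of them, cut at about 14% in these data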;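 note: 0% = plate median of compound wells and 100% = 10 µM Aha-Tn7 peptide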
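Test system – human fibrin DD(E) · Times – 10 min preincubation, 3 h with tracer, room temperature · Detection – fluorescence polarization of the labelled Tn7 tracer · Measure – percent inhibition normalized to high-control wells · Benchmarks – high control wells with 10 µM unlabelled Aha-Tn7 peptide (full inhibition) · Repeats – singlicate testing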
PRMT1 inh: PRMT1 methyltransferase inhibitors, primary screen, biochemical, fluorescence polarization; recombinant PRMT1, activity-based probe fluorescence polarization; 370,000 tested, 1.3% active; Protein arginine N-methyltransferase 1 (Homo sapiens), Q99873; AID 652257, 2013; inhibition, % at 2.79 µM;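 active = inhibition above about 21% made by adding two undisclosed values, limit read from the data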
UHRF1 binding: UHRF1 methylated DNA binding inhibitors, primary screen, counter-screen for MBD2 inhibitor project, biochemical, TR-FRET, human UHRF1, single concentration | 370,000 tested, 0.75% active | E3 ubiquitin-protein ligase UHRF1 (Homo sapiens), Q96T88 | inhibition, % at 4.4 µM | UHRF1 binding to methylated oligo; in the data active = inhibition above about 21%;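 note: UHRF1 SRA domain binding a hemimethylated CpG hairpin DNA probe; 0% = median of test compound wells and 100% = reference inhibitor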
Target sequence (Q96T88 whole entry, looked up, the tested form may be a part): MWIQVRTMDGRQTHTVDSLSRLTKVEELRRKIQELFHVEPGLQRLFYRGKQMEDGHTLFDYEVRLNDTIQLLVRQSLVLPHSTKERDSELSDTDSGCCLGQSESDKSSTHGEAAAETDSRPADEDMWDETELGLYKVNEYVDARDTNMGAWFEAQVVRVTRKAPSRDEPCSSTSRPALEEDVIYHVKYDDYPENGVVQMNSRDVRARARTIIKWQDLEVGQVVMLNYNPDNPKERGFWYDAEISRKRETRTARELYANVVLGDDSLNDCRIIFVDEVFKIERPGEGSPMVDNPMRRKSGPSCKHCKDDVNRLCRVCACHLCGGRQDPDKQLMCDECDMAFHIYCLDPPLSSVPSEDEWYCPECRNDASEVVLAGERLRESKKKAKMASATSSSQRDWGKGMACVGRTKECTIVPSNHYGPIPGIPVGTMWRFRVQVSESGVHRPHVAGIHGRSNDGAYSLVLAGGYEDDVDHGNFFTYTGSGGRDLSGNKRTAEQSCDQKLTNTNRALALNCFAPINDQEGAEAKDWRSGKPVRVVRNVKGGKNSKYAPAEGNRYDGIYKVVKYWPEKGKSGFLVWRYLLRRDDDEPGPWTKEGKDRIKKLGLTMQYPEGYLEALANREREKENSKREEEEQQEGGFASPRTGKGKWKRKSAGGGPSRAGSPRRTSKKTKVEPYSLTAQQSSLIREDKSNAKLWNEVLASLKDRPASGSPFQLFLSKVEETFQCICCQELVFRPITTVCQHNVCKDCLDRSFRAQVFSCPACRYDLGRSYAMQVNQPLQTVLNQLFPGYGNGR
The depositor's hits bear a star; x = not tested or not shown.

molecule,SIAE primary,PG9 binder,HTRA1 inhibitor,LEDGF integ inh,mABHD4 FP,TDP2 inh,TCR CD3 inh,Tn7 DDE FP,PRMT1 inh,UHRF1 binding
S=C(NCc1ccccc1)N/N=C/c1cccs1,14,-1.2,-3,6,-2,2,2,0,-6,-4
Nc1c(C(=O)NCc2ccco2)nnn1CC(=O)Nc1ccccc1,-3,0.6,5,0,0,4,-9,2,4,0
CC(C)(C)OC(=O)N1CCC(C(=O)Nc2cccc(C(=O)NCCCCc3ccccc3)c2)CC1,-10,0.7,-4,-3,-1,-6,4,9,0,1
Cc1nc2ccccn2c1C(=O)/C=C/c1cccc([N+](=O)[O-])c1,-6,1.0,0,-2,0,-2,2,2,-2,-2
Fc1ccc(-n2cc(CNCCc3ccncc3)c(-c3ccccc3Cl)n2)cc1,-6,-1.7,-9,-2,6,-1,3,-2,-4,-2
CC(C(=O)Nc1ccccc1-c1ccccc1)N1CCN(Cc2ccccc2)CC1 (centres undefined),1,-3.5,-5,8,-8,-14,-11,-1,-4,5
O=C(NCc1ccc(F)cc1)c1cccc(S(=O)(=O)N2CCOCC2)c1,-7,0.7,3,-3,9,-4,-3,3,-1,3
Oc1ccccc1-c1nc(NCCN2CCOCC2)c2ccccc2n1,-3,1.7,-13,3,0,0,-4,11,1,5
Cc1cccc(CCNS(=O)(=O)c2ccc3c(c2)NC(=O)C(C)S3)c1 (centres undefined),-2,-0.5,-13,-1,-5,7,4,4,-5,0
CC(C)c1nc2cc(C(=O)N3CCN(c4cnccn4)CC3)ccc2o1,-1,0.1,2,0,-4,-6,6,-1,-1,-1
CCC(C)NC(=O)c1cc(C)no1 (centres undefined),-4,-0.2,1,-1,12,10,-1,-6,3,0
O=C(CSC(=S)N1CCCC1)c1ccccc1,-1,-0.8,-2,1,8,5,1,5,4,-1
Cc1cc(C)n2ncc(C(=O)Nc3ccc4c(c3)OCCO4)c2n1,14,x,x,1,1,-4,x,6,-2,-7
CCC(C)C(NC(=O)c1ccccc1)C(=O)Nc1ccc(S(=O)(=O)Nc2cc(C)nc(C)n2)cc1 (centres undefined),-1,0.8,-7,4,-11,-3,-10,-2,-5,2
Cn1c(=O)c2cn(-c3cccc4ccccc34)cc2n(C)c1=O,1,-1.0,-3,3,5,2,3,-3,-2,-3
COc1cccc(NC(=O)c2cccc(C(=O)Nc3cccc(OC)c3)n2)c1,13,2.2,-5,1,1,25*,-8,3,0,-2
C/C(=N\N1CCN(Cc2ccc(Cl)cc2)CC1)c1ccc(F)cc1,4,-0.9,0,-3,-3,9,1,3,1,1
Cc1ccc(NC(=O)C2C3C=CC4(O3)C2C(=O)N(CCCN2CCCC(C)C2)C4C(=O)NC2CCCCC2)cc1 (centres undefined),9,-1.6,-2,6,-1,-9,4,-9,-4,-1
CS(=O)(=O)Nc1cccc(C2=NN(C(=O)c3ccco3)C(c3cccs3)C2)c1 (centres undefined),7,0.9,-16,2,-28,20,-3,3,2,-2
CCN([C@H](CO)CC(C)C)S(=O)(=O)c1ccccc1,-1,-1.3,3,3,-1,2,-3,4,0,-1

Next section.
molecule,SIAE primary,PG9 binder,HTRA1 inhibitor,LEDGF integ inh,mABHD4 FP,TDP2 inh,TCR CD3 inh,Tn7 DDE FP,PRMT1 inh,UHRF1 binding
CCOC(=O)CC1COCCN1C(=O)c1cc(COc2ccc(F)c(F)c2)on1 (centres undefined),7,-0.4,1,3,0,1,-2,7,-2,-3
Cc1ccc(C(=O)/C=C/Nc2ccc3c(c2)OCO3)cc1,5,-0.5,-2,-1,5,-5,-7,-4,4,-4
O=C(NC1CCCC1)c1ccc(CS(=O)(=O)c2ccc(Br)cc2)o1,6,-1.1,3,-1,-4,8,-9,-3,5,-1
O=C(C[C@@H]1C/C=C\CC[C@@H](Cc2ccc(F)cc2)C(=O)OC[C@@H]2CCCN2C1=O)N[C@H](CO)Cc1ccccc1,-2,-0.3,-8,0,0,2,7,12,-3,-1
CCNC(=O)CCc1nc(-c2ccc(C(C)C)cc2)no1,2,x,x,0,-8,7,x,7,3,-2
O=[N+]([O-])c1ccc(N=Nc2c(O)[nH]c3ccc(F)cc23)cc1,-12,-3.2,0,-6,5,-18,-5,-6,5,4
N#Cc1c(-c2ccccc2)cc(-c2ccc(O)cc2)nc1N,-8,3.0,-39,3,-29,29*,2,-2,-3,-2
CN(C(=O)c1ccc(N2CCCCC2)c([N+](=O)[O-])c1)C1CCS(=O)(=O)C1 (centres undefined),2,-0.1,3,-1,2,2,0,1,4,-3
COc1cc(OC)c(NC(=O)c2cccc(F)c2)cc1Cl,1,0.2,-6,-1,-4,0,4,0,-5,-3
COc1ccc(OCCSc2nnc3c(Cl)cc(Cl)cn23)cc1,6,-1.0,-1,-3,2,4,-2,1,2,1
COc1ccc(OC)c(Nc2nc(N)c([N+](=O)[O-])c(NC3CCCCC3)n2)c1,15,-1.2,-6,4,2,13,-2,-5,-5,0
Cc1ccc2nc(/C(C#N)=C\c3ccc(N4CCCCC4)c([N+](=O)[O-])c3)[nH]c2c1,-1,1.5,-6,1,19,-6,14,-3,-1,-6
CCOC(=O)c1c(NC(=O)c2nc3n(n2)C(C(F)F)CC(C)N3)sc2c1CCCC2 (centres undefined),4,0.1,-20,2,-10,6,6,0,-4,-4
COc1ccc(CCNC(=O)C(=O)NCC2CCCN2S(=O)(=O)c2cc(C)ccc2C)cc1 (centres undefined),-3,1.7,-13,-3,3,18,5,-3,-3,1
CN1CCc2nc(SCCOc3ccccc3)c(C#N)cc2C1,3,-0.2,-15,3,-1,4,5,-7,1,-8
CCOc1ccc(N/C(SCc2cccc([N+](=O)[O-])c2)=C(/C#N)C(N)=O)cc1,6,-0.2,-4,0,-5,2,3,-1,-3,-4
CC(OC(=O)c1ccccc1O)C(=O)Nc1ccc(Cl)cn1 (centres undefined),-3,-3.0,-5,0,-8,-13,-4,-1,-2,0
Cn1nc(-c2ccccc2)cc1NC(=O)Nc1ccc(F)cc1,4,-0.9,-5,-3,-4,-14,3,3,-2,-1
COc1ccc2c(c1)-c1c(sn(-c3ccccc3)c1=S)C(C)(C)N2,17,2.1,16,-3,6,-6,-1,8,0,-5
COc1ccc(NC(=O)C(c2ccccn2)N(C(C)=O)c2ccc(C)cc2)cc1 (centres undefined),-4,-3.3,3,4,-8,-3,5,-6,0,-3

Next entries follow:
molecule,SIAE primary,PG9 binder,HTRA1 inhibitor,LEDGF integ inh,mABHD4 FP,TDP2 inh,TCR CD3 inh,Tn7 DDE FP,PRMT1 inh,UHRF1 binding
CN1CCN(CCC=C2c3ccccc3Sc3ccc(S(=O)(=O)N(C)C)cc32)CC1,-5,0.5,-3,-2,-7,-12,4,3,12,4
O=C(NNC(=O)C1CC1)c1cccc([N+](=O)[O-])c1,-1,-1.7,5,-4,-4,-15,-2,13,6,2
CCC(=O)N(Cc1ccc(C)cc1)Cc1cc2cc3c(cc2[nH]c1=O)OCO3,-1,0.8,8,-1,3,3,0,5,2,0
CC1Cc2cccc3c(O)c(C(=O)c4nn[nH]n4)c(=O)n1c23 (centres undefined),2,-1.9,5,-5,-6,-8,-7,-3,1,11
O=C1/C(=C/c2ccc(O)cc2)CCc2ccc([N+](=O)[O-])cc21,6,-3.1,-3,-1,5,8,1,-3,-3,3
CCOC(=O)Cc1csc(NC(=O)C(C)(C)C)n1,6,-2.4,-1,-3,2,7,7,-4,1,13
CC(C)(C)C(=O)CN1C2=NCCCN2c2ccccc21,5,-1.2,8,1,-2,0,6,-4,-2,-2
O=C(CC1S/C(=N/N=C2CCCCCC2)NC1=O)Nc1ccccc1C(F)(F)F (centres undefined),10,0.9,5,3,-5,-3,-6,2,11,0
Cc1ccc(-n2c(C)nnc2SCC(=O)NC2CCCC2)cc1,-2,-1.9,6,-3,5,-7,8,-4,-2,0

2 of the compounds above, with two lines to a compound:
Order of values: SIAE primary, PG9 binder, HTRA1 inhibitor, LEDGF integ inh, mABHD4 FP, TDP2 inh, TCR CD3 inh, Tn7 DDE FP, PRMT1 inh, UHRF1 binding
CC1Cc2cccc3c(O)c(C(=O)c4nn[nH]n4)c(=O)n1c23 (centres undefined)
→ 2, -1.9, 5, -5, -6, -8, -7, -3, 1, 11
O=C1/C(=C/c2ccc(O)cc2)CCc2ccc([N+](=O)[O-])cc21
→ 6, -3.1, -3, -1, 5, 8, 1, -3, -3, 3

Entries of single compounds as entered above. Values in the order: SIAE primary | PG9 binder | HTRA1 inhibitor | LEDGF integ inh | mABHD4 FP | TDP2 inh | TCR CD3 inh | Tn7 DDE FP | PRMT1 inh | UHRF1 binding
Listed for `CCOC(=O)Cc1csc(NC(=O)C(C)(C)C)n1` = 6 | -2.4 | -1 | -3 | 2 | 7 | 7 | -4 | 1 | 13
Listed for `CC1Cc2cccc3c(O)c(C(=O)c4nn[nH]n4)c(=O)n1c23` (centres undefined) = 2 | -1.9 | 5 | -5 | -6 | -8 | -7 | -3 | 1 | 11
Listed for `CC(C)(C)C(=O)CN1C2=NCCCN2c2ccccc21` = 5 | -1.2 | 8 | 1 | -2 | 0 | 6 | -4 | -2 | -2
